# High-throughput results as filed in PubChem BioAssay.
# ROC1-CUL1 inh = inhibitors of human ROC1-CUL1 ubiquitin ligase activity; E3 ubiquitin-protein ligase RBX1 (Homo sapiens) + Cullin-1 (Homo sapiens), P62877+Q13616; in vitro K48 di-Ub FRET, acceptor:donor ratio, 45 min; inhibition, % at 10 µM; hit rate 0.6% among 140,000; AID 1347404, 2020; in the data active = inhibition above about 25%
# Target sequence (P62877 whole entry, looked up): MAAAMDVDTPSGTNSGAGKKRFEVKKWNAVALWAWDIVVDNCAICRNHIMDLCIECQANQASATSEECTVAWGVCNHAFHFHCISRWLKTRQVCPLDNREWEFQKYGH
# Target sequence (Q13616 whole entry, looked up): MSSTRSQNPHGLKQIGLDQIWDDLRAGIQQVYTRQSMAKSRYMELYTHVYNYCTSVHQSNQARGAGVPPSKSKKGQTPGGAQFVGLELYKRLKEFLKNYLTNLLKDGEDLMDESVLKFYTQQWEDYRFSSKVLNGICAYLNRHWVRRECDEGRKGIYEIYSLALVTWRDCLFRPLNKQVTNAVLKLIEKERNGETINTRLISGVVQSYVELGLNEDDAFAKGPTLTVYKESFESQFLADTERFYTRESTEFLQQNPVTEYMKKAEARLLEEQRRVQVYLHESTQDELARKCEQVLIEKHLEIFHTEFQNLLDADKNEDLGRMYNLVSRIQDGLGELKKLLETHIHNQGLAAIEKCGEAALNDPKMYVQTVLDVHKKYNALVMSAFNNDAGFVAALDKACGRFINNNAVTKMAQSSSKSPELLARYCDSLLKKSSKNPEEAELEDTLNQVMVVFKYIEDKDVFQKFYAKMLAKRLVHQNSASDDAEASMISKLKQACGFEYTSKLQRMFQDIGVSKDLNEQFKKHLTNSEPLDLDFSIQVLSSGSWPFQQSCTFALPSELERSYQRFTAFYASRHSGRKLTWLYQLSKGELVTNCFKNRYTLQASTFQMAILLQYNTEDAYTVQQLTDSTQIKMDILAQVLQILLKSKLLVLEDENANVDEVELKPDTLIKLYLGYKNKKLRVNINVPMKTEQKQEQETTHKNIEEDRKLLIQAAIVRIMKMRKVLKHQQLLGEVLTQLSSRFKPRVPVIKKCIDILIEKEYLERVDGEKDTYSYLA
# Active calls of the source: *.
canonical_smiles | ROC1-CUL1 inh
Cc1ccc2nc(C)c(C(=O)N/N=C/c3ccccc3[N+](=O)[O-])cc2c1 | 0
Cc1ccc(N2CCN(C(=O)N3CCCCCC3)CC2)cc1Cl | 5
CCN1CCC(N(Cc2ccc(F)cc2)C(=O)Nc2cccc(C(F)(F)F)c2)CC1 | -4
Cc1cc(C)n(/N=C\c2ccc(Cl)cc2)c(=O)c1C#N | -1
N#Cc1sc(-c2ccccc2)nc1Cl | -1
COC(=O)Cn1ncc(N(C)CCc2ccccc2)cc1=O | 7
O=C(O)c1cccc(-c2ccc(/C=C3\SC(=S)N(c4cccc(F)c4)C3=O)o2)c1 | 94*
COC(C)(C)O/N=C(/CN1CCOCC1)c1ccccc1 | -12
CCC1CN(Cc2cccs2)Cc2cc(OC)ccc2O1 (configuration not stated) | -6
CCSc1nnc(NC(=O)c2cc(-c3ccccc3)nc3ccccc23)s1 | 5
CCC1=CN(C)C(C)=C/C1=C\[N+](=O)[O-] | -4
O=C(c1cnccn1)N1CCC2(CCCN(Cc3ccc(F)c(F)c3)C2)C1 (configuration not stated) | -11
O=C1CCc2cc(S(=O)(=O)N3CCc4ccccc43)ccc2N1 | -1
COC(=O)C1(C(F)(F)F)N=C2C=CC=CN2C(c2cccc(Cl)c2)=N1 (configuration not stated) | 8
COc1ccc2c(=O)cc(-c3ccccc3)oc2c1/C=C/C(=O)C(C)(C)O | 5
CCOc1ccc2c(c1)sc(=NS(=O)(=O)c1ccc(OC)cc1)n2C(F)F | 3
O=C(c1cn(CC2CCCO2)nn1)N1CCN(c2ccccc2)C(=O)C1 (configuration not stated) | -2
C/C(=N\N1CCN(C2c3ccccc3-c3ccccc32)CC1)c1ccc(F)cc1 | 1
O=C(Oc1cccc2ccncc12)c1ccccc1 | -7
c1ccc2[nH]c(Nn3cnnc3)nc2c1 | -2
COc1cccc(-c2nnc3n(Cc4ccccc4Cl)c(=O)c4ccccc4n23)c1O | 2
COC(=O)c1ccc(/C=N/NC(=O)c2cc(-c3cccc4ccccc34)n[nH]2)cc1 | -1
Cc1ccc(Cn2c(=O)c3ccccc3n3c(-c4ccccc4)nnc23)cc1 | -2
FC(F)(F)c1cc(-c2ccc3ccccc3c2)nc2ccnn12 | -6
O=[N+]([O-])c1ccccc1Sc1c(O)ccc2ccccc12 | -7
CN(Cc1cccc(C(F)(F)F)c1)C(=O)c1ccc2nc(C3CC3)oc2c1 | -13
COc1ccc(-n2ncc(C(=O)N3CCN(C(=O)c4ccco4)CC3)c2C2CCN(C(=O)OC(C)(C)C)CC2)cc1 | 2
Cc1ccc(N2NC(=O)/C(=C/c3cc([N+](=O)[O-])ccc3Cl)C2=O)cc1C | -3
Cc1oc(-c2ccccc2F)nc1Cn1c(SCc2cccc(C(F)(F)F)c2)nc2ccncc21 | -13
COc1ccc(Cl)cc1NC(=O)Cn1c(=O)c2ccccc2n2nncc12 | 0
CCOc1ccc(NC(=O)CSc2nc(-c3ccc(OC)cc3)nc3c2Cc2c(CO)cnc(C)c2O3)cc1 | -8
Cc1cc(C)nc(N=C(N)Nc2ccccc2O)n1 | 5
CC1CCc2c(sc3nc(SCc4ccc5c(c4)OCO5)nc(N)c23)C1 (configuration not stated) | 12
COc1cccc(CNC(=O)Cc2csc3nc(-c4ccccc4)cn23)c1 | -6
Cc1ccc(SCCC(=O)N2CCN(C)CC2)cc1 | 6
COCCCN1C(=O)CC(CC(=O)N2CCN(c3ccc(F)cc3)CC2)(c2ccccc2OC)C1=O (configuration not stated) | -7
Cc1ccc(C(C)NC(=O)COc2ccccc2C)cc1C (configuration not stated) | 4
CSc1cccc(NC(=O)C2C3C=CC(O3)C2C(=O)O)c1 (configuration not stated) | -5
Cc1cc(Br)ccc1NC(=O)C(Cc1ccccc1)NS(=O)(=O)c1ccc(Br)s1 (configuration not stated) | -3
Cn1ccc(CC(=O)N2CCc3onc(-c4cccc(F)c4)c3C2)c1 | 1
COCC1CCN(C(=O)CC2(c3ccccc3)CC(=O)N(CCCOc3cccnc3)C2=O)CC1 (configuration not stated) | 4
C/C(=N\Nc1nc(-c2ccc(Br)cc2)cs1)c1ccc(Br)cc1 | -4
CN1C(=O)C2(c3ccccc31)C1CCCC=C1C(C#N)C(=N)C2(C#N)C#N (configuration not stated) | -2
COc1ccc(Cl)cc1NC(=O)c1ccc2c(c1)CCN2S(C)(=O)=O | 3
O=C(Oc1cccc2cccnc12)c1ccc(Cl)c([N+](=O)[O-])c1 | 2
Cc1nc2scc(C)n2c(=O)c1S(=O)(=O)NCCc1ccccc1 | 6
Clc1ccc(C=NCC2COc3ccccc3O2)cc1 (configuration not stated) | -2
O=C1N(CCCc2ccccc2)CCCC1(O)CN1CCCO1 (configuration not stated) | -11
COC(=O)CSc1nc2ccccc2o1 | 6
CCCCOc1cccc(C(=O)Nc2ccc3oc(-c4cccnc4)nc3c2)c1 | -8
O=C1C2ON(c3ccc(Cl)cc3)C(c3cccs3)C2C(=O)N1c1ccc(N2CCOCC2)cc1 (configuration not stated) | -1
CN(C)CCSc1nc(N)cc(N)n1 | -9
CCOc1ccc(CN2C(=O)c3ccccc3Sc3ccc(C(=O)NCc4ccc(C)cc4)cc32)cc1 | 2
O=C1c2ccccc2C(=Cc2ccccc2)c2ccccc21 | 5
COC(=O)c1c(-c2cccs2)csc1NC(=O)c1cc(OC)cc(OC)c1 | -5
CSc1ccc(NC(=O)c2ccc(C3CCCN3)s2)cc1 (configuration not stated) | 7
COc1ccc(Br)cc1/C=N/NC(=O)C(C)Sc1nnc(CNc2ccccc2C)n1-c1ccccc1 (configuration not stated) | -9
Cc1ccccc1Nc1c(-c2ccco2)nc2c(C)cccn12 | -6
CC1=Nc2nc(SCc3ccccc3)nn2C(c2cccs2)C1C(=O)Nc1ccccc1 (configuration not stated) | -11
CSCCNC(=O)c1cc(Cn2c(C)nc3ccccc32)on1 | 4

# Next part.
canonical_smiles | ROC1-CUL1 inh
O=C(O)C1CC=CCC1C(=O)Nc1ccc2c(c1)OCCO2 (configuration not stated) | 3
O=C(Cn1cc(SCc2c(F)cccc2Cl)c2ccccc21)N1CCCCCC1 | -1
O=C(c1scc2c1CCCC2)N1CCCC(Cn2cc(CO)nn2)C1 (configuration not stated) | -5
COc1cccc(C(=O)NC(NC(=O)c2cccc(OC)c2)c2ccc(Cl)c(Cl)c2)c1 | -4
Cc1ccc(C(=O)Nc2ccccc2N2CCN(S(C)(=O)=O)CC2)cc1Cl | 5
Cc1ccccc1NC(=O)CSc1cn(CC(=O)N(C(C)C)C(C)C)c2ccccc12 | -2
CCCS(=O)(=O)c1c(S(=O)(=O)CCC)c2ccccn2c1C(=O)N/N=C/c1ccccc1 | 6
Cc1cc(C(F)(F)F)nn1CC(=O)Nc1ccc2c(c1)OCO2 | -8
Cc1ccc(N2CCN(c3cc(C)nc4c(-c5ccc(Cl)cc5)c(C)nn34)CC2C)cc1 (configuration not stated) | -3
COc1cc(CO)c(O)c(CO)c1 | 0
O=C(c1coc(COc2ccc3c(c2)OCO3)n1)N1CCc2sccc2C1 | 0
CC1(C)C[C@@H]2C[C@@](C)(CN2C(=O)c2ccc(-n3cc(NC(=O)c4cccnc4)cn3)cc2)C1 | 2
COc1ccc(NC(=O)c2c(NCc3cccc(OC)c3)sc3c2CCC3)cc1 | -5
COc1ccc(/C=C/CN2CCC(n3nccc3NC(C)=O)CC2)cc1 | -9
CCOC(=O)c1cc(-c2ccc(OC)c(S(=O)(=O)NCc3ccccc3Cl)c2)on1 | 3
CCOC(=O)C1CCN(C(=O)CN(Cc2ccccc2)S(C)(=O)=O)CC1 | -10
Cc1ccc2nc(SCc3ccccc3)nc(C)c2c1 | 12
CCCN1CCC(NC(=O)C(C)Oc2ccccc2Br)CC1 (configuration not stated) | 3
N#CC1C(=N)OC2=C(C(=O)CCC2)C1C1CCCCC1 (configuration not stated) | 9
COC(=O)CN1CCN(C/C=C/c2ccccc2)CC1 | -2
Cc1cc(C(=O)N/N=C/c2cc(Br)ccc2OC(=O)c2ccc(Br)cc2)n[nH]1 | -1
Cc1ccccc1CNC(=O)c1ccc2nc(C(C)C)oc2c1 | 2
CC(C)(C)c1ccc(C(=O)CC2(O)C(=O)N(Cc3ccc(Cl)cc3)c3ccccc32)cc1 (configuration not stated) | 9
C=CCN(c1nc(C)cc(OC)n1)S(=O)(=O)c1ccc(C)cc1 | 10
COC(=O)c1cc(C)nc2c1c(=O)nc(SCc1ccccc1Cl)n2C1CC1 | -5
CCOC(=O)C1(CCOc2ccccc2)CCN(Cc2ccc(CO)o2)CC1 | -3
Cc1[nH]c(C)c2c(=O)[nH][nH]c(=O)c12 | 10
Cc1ccc(NC(=O)C2CCCN(c3ncnc4c3nc3n4CCCCC3)C2)c(Br)c1 (configuration not stated) | 0
COc1ccc(CCNC(=O)CCCCn2c(=O)c3ccccc3n(Cc3cc(C)ccc3C)c2=O)cc1OC | -11
CCCCNC(=O)C1CCCN(C2CCN(Cc3ccncc3)CC2)C1 (configuration not stated) | 4

# A second format for 5 compounds above:
ROC1-CUL1 inh | molecule
9 | CC(C)(C)c1ccc(C(=O)CC2(O)C(=O)N(Cc3ccc(Cl)cc3)c3ccccc32)cc1 (configuration not stated)
10 | C=CCN(c1nc(C)cc(OC)n1)S(=O)(=O)c1ccc(C)cc1
-5 | COC(=O)c1cc(C)nc2c1c(=O)nc(SCc1ccccc1Cl)n2C1CC1
-3 | CCOC(=O)C1(CCOc2ccccc2)CCN(Cc2ccc(CO)o2)CC1
10 | Cc1[nH]c(C)c2c(=O)[nH][nH]c(=O)c12

# Other entries follow.
canonical_smiles | ROC1-CUL1 inh
O=C(Cc1ccc(Cl)cc1)N1CCN(c2ccc(F)cc2)CC1 | 2
CCOCCCNC(=O)c1ccc(-n2c(-c3ccccc3)cc3c2CCCC3)cc1 | 4
NC(CO)(CO)COCc1ccc(F)cc1 | 13
Cc1cccc(C)c1NC(=O)Cn1c(C)c(C#N)c2ccccc21 | -3
CCOc1ccccc1CN1CCc2c(C(=O)N3CCCCC3C(=O)OC)c(OC)cc(=O)n2CC1 (configuration not stated) | -6
COCCCC1CCN(C(=O)C2(N(C)C)Cc3ccccc3C2)CC1 | 7
CC1(C)CC(=O)C=C(N2CCCC2)C1 | -4
CCOC(=O)c1c(-c2ccccc2)cc(-c2ccccc2)nc1SCC#N | 2
CCn1ncc(/C=C/C(=O)c2ccccc2)c1C | 1
c1ccc(-c2nc3nnc(-c4ccccc4)n3nc2-c2ccccc2)cc1 | 15
COc1ccc(C(=O)NCCN2CCCC2)cc1OC | 5
CCN(CC)C(=O)c1ccc(NS(C)(=O)=O)c(C)c1 | 1
CCOC(=O)c1c(C)[nH]c(CCC(=O)NCc2ccccc2C)c1C | -1
CCN(CC)S(=O)(=O)c1ccc(-c2csc(=Nc3cccc(C(F)(F)F)c3)n2Cc2ccc3c(c2)OCO3)cc1 | -10
O=C(NNC1=Nc2ccccc2N=C(c2ccccc2)C1)c1ccccc1 | -12
O=C(Nc1ccccc1Cl)N1CCC(CN2CCCC2)CC1 | 0
Cc1ccc(-c2nnc(Nc3ccc(C(N)=O)cc3)c3ccccc23)cc1S(=O)(=O)N1CCCCC1 | 0
CCN1CCN(C(=O)C2CC(=O)N(CCc3ccc(F)cc3)C2)CC1 (configuration not stated) | 7
Cc1ccc(S(=O)(=O)NC2(C(F)(F)F)C(=O)N=C3C2C(=O)NC(=O)N3c2ccccc2)cc1 (configuration not stated) | 1
C=C(C)Cn1c(=O)c2c(nc3n2C(C)C(C)=NN3C)n(C)c1=O (configuration not stated) | 2
O=C(COC(=O)c1cc(-c2ccccc2)nc2ccccc12)c1ccc(Br)cc1 | -1
CCCCOc1ccc(C(=O)N(Cc2ccccc2)C2CCS(=O)(=O)C2)cc1 (configuration not stated) | -2
Cc1cccc(C(=O)Nc2ccccc2C(=O)OCc2cc(=O)n3nc(C4CC4)sc3n2)c1 | -4
CCOC(=O)c1c(-c2ccc(Br)cc2)csc1NC(=O)C#Cc1ccccc1 | 10
C=CCC(CC=C)(NC(=O)CCC(=O)OC)c1ccccc1 | 6
COc1cccc(C(=O)Nc2cccc(C)c2)c1 | 8
Cc1sc(NC(=O)c2ccco2)c(C(c2ccc(OC(F)F)cc2)N2CCOCC2)c1C (configuration not stated) | 9
O=C(NCCc1ccccc1)c1cccn2c(=O)c3sccc3nc12 | 13
CCOc1ccc(CNC(=O)Cn2nc(C)c3nn(-c4ccc(Cl)cc4)c(C)c3c2=O)cc1OC | -7
Cc1cc2oc(C(=O)O)cc(=O)c2cc1Cl | 7
C=CCn1c(SCC(=O)N2CCc3ccccc3C2)nc2sc(C)c(C)c2c1=O | 1
O=S(=O)(c1cccs1)N1CCOCC1 | -2
CCC(=O)Nc1sc2c(c1C(=O)Nc1ccc(OC)cc1)CCC(C(C)(C)C)C2 (configuration not stated) | 0
Cc1nc2ccsc2c(=O)n1-c1cccc(Cl)c1 | -3
CCOC(=O)C(=O)NC12CC3CC(CC(C3)C1)C2 | 2
CC(=O)Oc1ccc2oc(=O)sc2c1 | 1
O=C(Nc1ccc2c(c1)Cc1ccccc1-2)C1CC1 | 3
Cc1ccc(CCNC(=O)C2CCN(Cc3nc(-c4ccccc4C)oc3C)CC2)cc1 | 2
O=C(NCc1cccnc1Oc1ccccc1F)c1cc[n+]([O-])cc1 | 1
Cc1ncc2c(c1CNC(=O)/C=C/c1cccs1)CCN(C(=O)Cc1ccc(F)c(F)c1)C2 | 9
COc1ccc(CCNC(=O)c2cccc(COc3ccccc3Br)c2)cc1 | 3
O=c1c(N2CCN(c3cccc(C(F)(F)F)c3)CC2)csc2ccc(Cl)cc12 | 3
O=C(c1ccccc1)N1C(=S)N(c2ccccc2)C(=Nc2ccccc2)C1=Nc1ccccc1 | -5
COc1ccc(-c2nc3c(Br)c(N)c(Br)cc3o2)cc1 | 17
O=C(C1CCCN(S(=O)(=O)c2cccc3nonc23)C1)N1CCN(c2ccccc2F)CC1 (configuration not stated) | -5

# The list is partial, so the mix of outcomes need not match the whole.
